Cardio protect: protects H9c2 cardiomyocytes from peroxide injury. 0.63% of 360,000 active. AID 588492. H2O2 injury protection, ATPLite, 2 h. protection from H2O2 cell death, % at 20 µM;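 active = compounds giving at least 50% protection of heart cells from peroxide-induced death in the single-dose screen, raw or plate-pattern-corrected value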;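 also: 0% = DMSO wells with peroxide and 100% = DMSO wells without peroxide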
MC4R antagonist: blocks human MC4R cAMP signaling | inhibition, % at 6.5 µM | AID 540295 | MC4R-expressing cells, MTII-stimulated cAMP, LANCE TR-FRET | P32245 | 0.48% of 360,000 active;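 active = inhibition above its plate's cutoff, the mean of tested wells on that plate plus 3 SD, cut at about 29% in these data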;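 also: 0% = Melanotan II alone and 100% = Melanotan II plus saturating MCL0020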
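Assay system: U2OS cells stably expressing human melanocortin 4 receptor (MC4R) / Dosing: 6.5 µM / Timing: compound 30 min, challenge 1 h, detection 1 h / Measured by: Eu-cAMP/anti-cAMP TR-FRET, emission 671 nm / Replicates: singlicate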
ABHD5-PLIN5 inh: ABHD5-PLIN5 protein interaction inhibition. Split G. princeps luciferase complementation, luminescence, 4 h. inhibition, % at 4 µM. 0.78% of 360,000 active;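 active = inhibition above the mean inhibition across every tested compound plus 3 SD, cut at about 22% in these data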;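 also: 0% = DMSO only wells and the 100% control is not disclosed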
Glyco luc inh: blocks N-linked glycosylation in D54 reporter cells; D54 ERlucT glycosylation luciferase reporter, 24 h; percent of 100 nM tunicamycin response; reporter increase, % at 12.5 µM; 0.23% of 360,000 active; AID 588692;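 active = mean luciferase reporter signal, scaled so untreated is 0 and the glycosylation-blocking control 100, at or above a set limit in every replicate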;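 also: luciferase carries N-glycosylation sites so blocking glycosylation raises the light; 0% = median of neutral control wells and 100% = median of 100 nM tunicamycin wells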
aDG glyco up: increases alpha dystroglycan glycosylation. Pro5-aDG cells, alpha-DG glycosylation AlphaScreen (IIH6); 0% Pro5, 100% B10-LARGE cell signal. activation, % at 10 µM. 0.22% of 360,000 active;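 active = activation of at least 8% versus controls, or a plate z-score of at least 8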;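 also: Pro5 are CHO cells carrying HIG-tagged alpha-DG that lacks glycosylation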
ABCB6 inh MLPCN: inhibitors of human ABC transporter ABCB6 | Q9NP58 | K562-ABCB6 porphyrin accumulation, flow cytometry, 1 h; hits give low values | fluorescence ratio to DMSO, % at 10 µM | 0.19% of 360,000 active | AID 602162;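 active = fluorescence ratio to DMSO below 75%, the collection mean minus 3 SD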;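 also: signal is porphyrin accumulated inside mitochondria; 100% equals median channel fluorescence of DMSO control wells; lower ratio means ABCB6 inhibition with less porphyrin fluorescence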
Target sequence (Q9NP58 whole entry, looked up): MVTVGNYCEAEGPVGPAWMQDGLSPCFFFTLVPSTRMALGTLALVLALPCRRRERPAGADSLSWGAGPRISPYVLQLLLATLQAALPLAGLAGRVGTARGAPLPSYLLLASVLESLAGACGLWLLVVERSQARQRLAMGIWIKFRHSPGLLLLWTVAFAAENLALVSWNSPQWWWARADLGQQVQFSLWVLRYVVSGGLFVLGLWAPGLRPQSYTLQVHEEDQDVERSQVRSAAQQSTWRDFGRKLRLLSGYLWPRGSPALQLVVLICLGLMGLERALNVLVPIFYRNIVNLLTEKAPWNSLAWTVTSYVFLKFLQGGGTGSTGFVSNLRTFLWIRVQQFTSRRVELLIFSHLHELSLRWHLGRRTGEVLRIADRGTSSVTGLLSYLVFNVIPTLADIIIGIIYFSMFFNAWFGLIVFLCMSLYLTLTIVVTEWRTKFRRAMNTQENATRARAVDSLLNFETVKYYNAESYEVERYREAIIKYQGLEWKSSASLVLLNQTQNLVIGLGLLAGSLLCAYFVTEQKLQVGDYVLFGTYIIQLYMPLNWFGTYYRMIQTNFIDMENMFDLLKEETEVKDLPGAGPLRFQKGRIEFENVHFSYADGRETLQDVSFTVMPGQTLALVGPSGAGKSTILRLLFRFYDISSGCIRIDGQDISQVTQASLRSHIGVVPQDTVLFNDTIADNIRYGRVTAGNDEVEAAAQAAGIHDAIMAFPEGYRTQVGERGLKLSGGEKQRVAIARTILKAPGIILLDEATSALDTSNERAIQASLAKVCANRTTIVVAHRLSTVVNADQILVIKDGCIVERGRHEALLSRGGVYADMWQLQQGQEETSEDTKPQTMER
MC4R barr agon: agonists of human melanocortin 4 receptor (MC4R) beta-arrestin. 0.98% of 360,000 active. activation, % at 8.9 µM. P32245. U2OS MC4R beta-arrestin complementation, luminescence; percent of melanotan II response, DMSO zero;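 active = activation above a per-plate cutoff, the mean activation of sample wells on that plate plus 3 SD, cut at about 8% in these data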
HTR2A ag: agonists of mouse serotonin 5-HT2A receptor (HTR2A). 0.66% of 360,000 active. P35363. CHO-K1 mHTR2A beta-arrestin complementation, luminescence; percent of 30 µM serotonin response. AID 624169. activation, % at 7.6 µM;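 active = activation above a run cutoff, the mean activation of all tested compounds plus 3 SD, cut at about 14% in these data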;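 also: 0% = plate median of compound wells and 100% = 30 µM serotonin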
Exocytosis inh: lytic granule exocytosis inhibition. inhibition, % at 10 µM. TALL-104 LAMP-1 surface exposure, flow cytometry; cells stimulated with thapsigargin and PMA. 0.66% of 360,000 active. AID 651702;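 active = inhibition above about 55%, limit read from the data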
hiPSC survival: hiPSC single-cell survival enhancement | 0.044% of 360,000 active | ATPlite luminescence; 100% = ROCK inhibitor wells, 0% = DMSO | survival enhancement, % at 20 µM; in the data active = survival enhancement above about 18%;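 also: cells exposed to compounds for 16 hours before the ATP read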
Numbers without * were called inactive; . = no result given.

| Molecule | Cardio protect | MC4R antagonist | ABHD5-PLIN5 inh | Glyco luc inh | aDG glyco up | ABCB6 inh MLPCN | MC4R barr agon | HTR2A ag | Exocytosis inh | hiPSC survival |
| --- | --- | --- | --- | --- | --- | --- | --- | --- | --- | --- |
| O=C(Nc1cc(Cl)cc(Cl)c1)N1CCN(C(=O)C2CCCO2)CC1 (stereo not drawn) | 0 | 2 | 6 | 1 | 0.1 | 100 | -1.3 | -1 | 0 | 0.0 |
| Clc1ccc(-c2nc3ccc(Br)cn3c2Cc2ccsc2)cc1 | -4 | . | 2 | -1 | 0.2 | 102 | . | -1 | 0 | 0.8 |
| O=C1c2ccccc2C(=O)N1CN(C(=O)COc1ccccc1)c1ccc(F)cc1 | 4 | 3 | -5 | 0 | -0.2 | 98 | -2.1 | 1 | -6 | 2.3 |
| Cc1ccccc1-n1c(=O)cc(N2CCc3ccccc3C2)[nH]c1=O | 4 | 0 | -6 | -1 | 0.1 | 100 | -1.8 | 2 | -1 | 0.1 |
| CCOC(=O)N/N=C1\CCS(=O)(=O)c2ccc(Cl)cc21 | 0 | -2 | 0 | -1 | 0.0 | 97 | -1.9 | 0 | 7 | 1.1 |
| Cc1ccc(S(=O)(=O)N2[C@@H](c3ccc(Cl)cc3)C(C(=O)O)=CC[C@H]2c2ccc(Cl)c(Cl)c2)cc1 | -3 | 11 | -9 | -1 | 0.1 | 102 | -2.9 | 0 | -8 | -3.3 |
| COc1ccc(-n2c(SCC(=O)C(C)(C)C)nc3ccsc3c2=O)cc1 | 4 | 10 | -3 | -2 | 0.5 | 96 | -1.4 | -5 | 0 | 0.1 |
| NS(=O)(=O)c1ccc(CNC(=O)/C=C/c2ccc(S(=O)(=O)N3CCOCC3)cc2)cc1 | 4 | 4 | -5 | 1 | 0.0 | 99 | 0.6 | 1 | 3 | -0.4 |
| COc1ccc(/C=C/C(=O)Nc2ccc(S(=O)(=O)Nc3cc(C)nc(C)n3)cc2)cc1OC | -2 | -2 | 5 | 3 | 0.0 | 98 | -0.5 | 8 | -7 | 0.5 |
| CCOc1ccc(-n2c(C)cc(/C=C3/C(=N)N4C(=NC3=O)SN=C4S(C)(=O)=O)c2C)cc1 | -8 | 7 | -3 | -1 | -0.2 | 101 | 0.6 | 7 | -1 | -1.5 |
| COc1cccc(NC(=O)c2ccccc2-c2ccccc2)c1 | 3 | 4 | 0 | 3 | -0.2 | 100 | -0.6 | 0 | -8 | 1.7 |
| COc1ccc(NC(=O)C2CC(c3ccc(OC)c(OC)c3)=NO2)cc1OC (stereo not drawn) | 3 | 11 | -3 | -1 | 0.0 | 104 | -0.1 | 0 | -1 | -0.3 |

Looked up one by one from the list above:
| Molecule | Cardio protect | MC4R antagonist | ABHD5-PLIN5 inh | Glyco luc inh | aDG glyco up | ABCB6 inh MLPCN | MC4R barr agon | HTR2A ag | Exocytosis inh | hiPSC survival |
| --- | --- | --- | --- | --- | --- | --- | --- | --- | --- | --- |
| COc1ccc(-n2c(SCC(=O)C(C)(C)C)nc3ccsc3c2=O)cc1 | 4 | 10 | -3 | -2 | 0.5 | 96 | -1.4 | -5 | 0 | 0.1 |
| Cc1ccc(S(=O)(=O)N2[C@@H](c3ccc(Cl)cc3)C(C(=O)O)=CC[C@H]2c2ccc(Cl)c(Cl)c2)cc1 | -3 | 11 | -9 | -1 | 0.1 | 102 | -2.9 | 0 | -8 | -3.3 |
| O=C1c2ccccc2C(=O)N1CN(C(=O)COc1ccccc1)c1ccc(F)cc1 | 4 | 3 | -5 | 0 | -0.2 | 98 | -2.1 | 1 | -6 | 2.3 |
| Clc1ccc(-c2nc3ccc(Br)cn3c2Cc2ccsc2)cc1 | -4 | . | 2 | -1 | 0.2 | 102 | . | -1 | 0 | 0.8 |

Next section.
| Molecule | Cardio protect | MC4R antagonist | ABHD5-PLIN5 inh | Glyco luc inh | aDG glyco up | ABCB6 inh MLPCN | MC4R barr agon | HTR2A ag | Exocytosis inh | hiPSC survival |
| --- | --- | --- | --- | --- | --- | --- | --- | --- | --- | --- |
| CCCn1c2ccc(C)cc2c2nnc(SCCN3CCOCC3)nc21 | 8 | 3 | -3 | -4 | -0.4 | 96 | 0.3 | 1 | 15 | 0.3 |
| CSc1nc(-c2ccc(F)cc2)cc(=O)[nH]1 | -2 | 15 | -1 | 2 | 0.0 | 84 | -1.7 | 2 | -1 | -1.4 |
| O=C(CSc1nc(O)cc(=O)n1-c1ccc(Cl)c(Cl)c1)Nc1ccc(Cl)cc1Cl | -5 | 8 | -3 | 0 | 0.5 | 104 | -1.8 | 2 | 1 | -0.1 |
| c1ccc(CCN(Cc2ccccc2)Cc2nc(C3CC3)no2)cc1 | 6 | -2 | 9 | -2 | -0.3 | 104 | -1.3 | -7 | -1 | -3.5 |
| CC1(C)CC(NS(=O)(=O)c2ccc(C(C)(C)C)cc2)CC(C)(C)N1 | 2 | 5 | 0 | 0 | 0.0 | 103 | 0.6 | -1 | 7 | -0.5 |
| C/C(=N\Nc1nc2c(s1)CCCC2)c1ccc(Cl)cc1 | -12 | -8 | 5 | -1 | 2.4 | 87 | -0.2 | 3 | 11 | 0.7 |
| O=C(Cc1ccc(Cl)cc1)Nc1ccc2c(c1)C(=O)NC2=O | -13 | 20 | -3 | 3 | 0.2 | 102 | 0.0 | -2 | -1 | 10 |
| O=S(=O)(NC(=NCc1ccccc1)c1ccccc1F)c1ccccc1 | 13 | 3 | 2 | 0 | -0.1 | 99 | -3.2 | 0 | -1 | -0.5 |
| O=C(CN1CCN(S(=O)(=O)c2ccc(F)cc2)CC1)Nc1ccc2c(c1)OCCO2 | -2 | -3 | 9 | 2 | 0.2 | 95 | 0.4 | 2 | -2 | -1.6 |
| CCc1ccccc1NC(=O)CN1CCN(C(=O)C(C)NC(=O)c2ccc(Cl)cc2)CC1 (stereo not drawn) | -5 | 8 | -6 | 1 | 0.4 | 96 | -2.1 | 1 | -1 | -0.2 |
| O=C(CCS(=O)(=O)Cc1ccc(Cl)cc1)NCCc1ccccc1 | 0 | -5 | -4 | 1 | -0.1 | 95 | -3.3 | 6 | 0 | -0.9 |
| CN(CC(=O)Nc1cccc2ccccc12)C(=O)c1ccc(F)cc1F | 1 | -1 | -5 | 1 | 0.1 | 100 | 0.5 | 4 | 0 | -0.5 |
| CCc1cc(=O)oc2cc(OC(C)C(=O)N3CC[C@@]4(O)CCCC[C@H]4C3)ccc12 (stereo partly drawn) | 0 | 2 | 0 | 2 | 0.2 | 99 | -1.6 | 5 | -3 | -0.2 |
| Cc1ccc(NC(=O)CC2Oc3ccc(C)cc3NC2=O)c(C)c1 (stereo not drawn) | 0 | -6 | 7 | 8 | 0.1 | 106 | -1.5 | 4 | -13 | -0.2 |
| CC(=O)c1ccc(NS(=O)(=O)c2ccc([N+](=O)[O-])cc2)cc1 | -3 | 3 | -2 | 1 | -0.1 | 91 | -1.0 | 1 | -1 | 2.4 |
| Cc1noc(C)c1C(=O)OCC(=O)NCCC1=CCCCC1 | -4 | 3 | -1 | 0 | 0.0 | 99 | -0.1 | 0 | -3 | -1.3 |
| O=C(NNc1cccc(Cl)n1)C(F)(F)F | -2 | 10 | -2 | 1 | 0.2 | 112 | 0.2 | -2 | -3 | 2.4 |
| CS(=O)(=O)NN1C(=O)c2ccccc2NC1c1cccs1 (stereo not drawn) | 2 | 4 | -4 | 1 | 0.0 | 103 | 1.9 | -1 | 0 | 4.0 |
| Cc1ccccc1Cn1cc(NC(=O)c2noc3c2CC(C(C)(C)C)CC3)cn1 (stereo not drawn) | -7 | -1 | 1 | 0 | 0.3 | 96 | 4.5 | 2 | 4 | -2.6 |
| COC(=O)c1ccc(NS(=O)(=O)c2cccc3cccnc23)cc1 | -3 | 1 | 3 | 1 | 0.2 | 99 | -0.5 | -3 | -1 | -0.7 |
| CC(=O)Nc1ccc(-c2ccc3nnc(C)n3n2)cc1 | 2 | -1 | 1 | 6 | -0.1 | 96 | -0.4 | 0 | 3 | -0.8 |
| COC(=O)c1ccc(C2C(C(=O)c3cc4ccccc4o3)=C(O)C(=O)N2CCCN(C)C)cc1 (stereo not drawn) | 7 | 6 | -1 | 1 | 0.1 | 102 | -0.9 | -5 | 3 | -1.7 |
| Cc1ccccc1Nc1cc(C(=O)NCC2CCCO2)c2ccccc2n1 (stereo not drawn) | 0 | 8 | 4 | 2 | 0.2 | 95 | -0.4 | 0 | -2 | -0.3 |
| c1ccc(-c2nc3c4ccccc4ccn3c2CN2CCCCC2)cc1 | -3 | 1 | 0 | -3 | 1.6 | 99 | 1.0 | -3 | 0 | -0.3 |

(next part)
Order of values: Cardio protect, MC4R antagonist, ABHD5-PLIN5 inh, Glyco luc inh, aDG glyco up, ABCB6 inh MLPCN, MC4R barr agon, HTR2A ag, Exocytosis inh, hiPSC survival
- Cc1nn(-c2nc3ccccc3s2)c(C)c1Oc1ccccc1O
 : -18, 2, -6, -18, 0.3, 91, 22*, 4, 0, 0.0
- O=C(O)c1ccc2c(=O)n(-c3ccc(F)c(Cl)c3)c(=S)[nH]c2c1
 : -2, 7, 2, -1, -0.1, 100, -1.7, 1, 6, -0.6
- CSc1ccc(CN(C)CC(=O)NC(C)c2ccccc2)cc1 (stereo not drawn)
 : -7, 4, -7, -1, 0.0, 96, 0.0, -5, 0, -0.5
- CCOCc1nnc(NS(C)(=O)=O)s1
 : 2, -5, 2, 0, -0.2, 94, -0.7, 10, 0, 2.6
- c1ccc(OCC2CCNCC2)nc1
 : 5, 1, 0, 2, 0.6, 97, -1.0, 2, 2, 0.6
- COc1ccc(NC(=O)c2cc(-c3cc(F)ccc3OCC3CCCO3)n[nH]2)cc1OC (stereo not drawn)
 : 25, -6, 5, -3, -0.2, 92, -1.5, -4, 10, -2.1
- O=C(NNC(=O)c1ccc([N+](=O)[O-])cc1C(=O)O)c1ccncc1
 : 4, 1, 7, 1, 0.0, 100, -1.5, -2, -8, 0.0
- O=C(Cc1cn2ccsc2n1)Nc1nc2c(s1)CN(Cc1ccccc1)CC2
 : 10, 6, 12, 0, 0.0, 111, -1.3, 2, -5, 4.3
- Clc1ccc(-c2nnc3cccc(Cl)n23)c(Cl)c1
 : -22, 3, 5, -2, -0.2, 93, -2.5, -1, 8, 3.6
- CCC(C)Nc1nc(N)c([N+](=O)[O-])c(NC2CCCCC2)n1 (stereo not drawn)
 : -16, 9, -7, -2, -0.3, 102, 1.7, 5, -7, -0.2
- COc1cccc2cc(C(C)N(CCCN3CCOCC3)C(=S)Nc3cccc(C)c3C)oc12 (stereo not drawn)
 : 6, 3, 10, -1, 0.0, 101, 0.3, -1, 0, -0.2
- CC1Cc2cc(/C=C3/SC(N4CCC(C(N)=O)CC4)=NC3=O)ccc2O1 (stereo not drawn)
 : 4, -9, -2, 4, -0.3, 102, 0.2, -8, 7, -0.5

High-throughput results from PubChem.
